# Source: PubChem
# hERG protect = hERG rescue from dofetilide block, primary screen, cell-based, CHO-hERG, FluxOR thallium flux, dofetilide IC70. actives 0.51% (n = 310,000). activation (rescue from dofetilide block), less the hit threshold, % at 10 µM. AID 1511, 2009. dofetilide IC70 present. Voltage-gated inwardly rectifying potassium channel KCNH2 (Homo sapiens), Q12809;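 active = activation above the mean of controls blocked by dofetilide plus 5 SD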;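 also: thallium influx through hERG after potassium depolarization seen as dye fluorescence rise; in these data hits start at about 4.7%; inactives centre near -7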
# DYRK1A inh = rat Dyrk1A kinase inhibitors, primary screen, biochemical, single point, plate reader. actives 0.43% (n = 310,000). inhibition, % at 12.5 µM. AID 504441, 2011. ADP-Glo luminescence, NFATc1 peptide. Dual specificity tyrosine-phosphorylation-regulated kinase 1A (Rattus norvegicus), Q63470; in the data active = inhibition above about 50%;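 also: plate controls were vehicle with enzyme for no effect and no enzyme for full effect; many of its hits are not listed in these tables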
# Platelet DG rel = inhibitors of platelet dense granule secretion, primary screen, cell-based, MLPCN, human platelets; human platelet-rich plasma, SFLLRN dense granule ATP release, luminescence; inhibition, %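 (compounds screened at 7.5 µM in platelet-rich plasma)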; actives 0.22% (n = 300,000);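 active = mean replicate score, as percent of positive control, at or above 50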
# PolyA inhibitor = polyadenylation inhibitors in yeast reporter cells, primary screen, luminescence, S. cerevisiae; S. cerevisiae SKY197-pL101 polyadenylation reporter, beta-gal luminescence; efflux-impaired pdr1/pdr3 knockout yeast; score 100 = 6 SD above DMSO; calls only at 12 µM; actives 0.02% (n = 300,000); AID 1875, 2009;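 active = lowest replicate activity score at least 50, where 100 means six control SD above control mean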;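 also: yeast exposed to compound for 9 h at 30 °C; higher score means more reporter readthrough which indicates perturbed polyadenylation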
# KCNK3 inh = human KCNK3 channel inhibitors, primary screen, CHO cells, FluxOR thallium flux, B-score. Potassium channel subfamily K member 3 (Homo sapiens), O14649. FluxOR fluorescence; hits give low values. B-score at 10 µM. actives 0.84% (n = 340,000). AID 602410, 2012;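 active = B-score under library mean minus 4 SD, starting fluorescence ratio at most library mean plus 5 SD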;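 also: more negative B-score means stronger inhibition of thallium flux through KCNK3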
# TRPC4 act = activators of mouse TRPC4 channel, primary screen, Fluo4 calcium, HEK293 TRPC4beta/mu-opioid cells | Short transient receptor potential channel 4 (Mus musculus), Q9QUQ5 | Fluo4 calcium fluorescence; hits give high values | B-score at 10 µM | actives 0.49% (n = 310,000);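 active = B-score above 5 SD of library B-scores, and initial fluorescence ratio not above library mean plus 5 SD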;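 also: positive B-score marks a calcium rise read as TRPC4 activation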
#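 Assay system: HEK293 cells stably co-expressing mouse TRPC4beta and mu-opioid receptor / Timing: Fluo4 dye loading 45 min at room temperature, 110 s recording / Signal: Fluo4 calcium-sensitive dye fluorescence, kinetic, 1 Hz baseline / Read-out: integrated baseline-normalised fluorescence ratio, converted to per-well B score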
# KCNQ1 block = inhibitors of human KCNQ1 channel, primary screen, cell-based, thallium flux, high-throughput | Potassium voltage-gated channel subfamily KQT member 1 (Homo sapiens), P51787 | CHO-K1 KCNQ1, FluxOR thallium flux fluorescence; hits give high values | B-score at 10 µM | actives 1.3% (n = 310,000);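 active = compounds whose thallium flux B-score, printed positive for inhibition, exceeds three library SD while starting fluorescence stays within three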;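 also: channel opened by potassium depolarization with thallium stimulus after 20 min compound exposure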
# Target sequence (P51787 whole entry, looked up): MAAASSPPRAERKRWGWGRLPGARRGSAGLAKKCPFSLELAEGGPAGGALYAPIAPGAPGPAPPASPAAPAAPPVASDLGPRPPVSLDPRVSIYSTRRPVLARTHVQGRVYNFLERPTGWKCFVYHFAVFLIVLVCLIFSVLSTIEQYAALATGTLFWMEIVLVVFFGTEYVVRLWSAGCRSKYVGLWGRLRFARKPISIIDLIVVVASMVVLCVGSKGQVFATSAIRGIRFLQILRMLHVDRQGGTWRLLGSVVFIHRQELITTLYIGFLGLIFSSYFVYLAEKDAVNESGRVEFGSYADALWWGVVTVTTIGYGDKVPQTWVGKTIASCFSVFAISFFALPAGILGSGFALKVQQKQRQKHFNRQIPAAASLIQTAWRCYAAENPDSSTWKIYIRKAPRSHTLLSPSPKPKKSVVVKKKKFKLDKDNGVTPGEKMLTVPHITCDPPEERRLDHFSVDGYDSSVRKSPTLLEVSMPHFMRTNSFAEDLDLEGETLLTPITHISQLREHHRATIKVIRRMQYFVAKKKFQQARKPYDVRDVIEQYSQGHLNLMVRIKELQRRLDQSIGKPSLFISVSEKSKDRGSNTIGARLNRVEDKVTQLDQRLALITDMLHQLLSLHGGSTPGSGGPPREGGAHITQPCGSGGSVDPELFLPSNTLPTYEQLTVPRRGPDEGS
# KCNQ1 act = potentiators or activators of KCNQ1 channel, primary screen, cell-based, thallium flux, high-throughput | CHO-K1 KCNQ1, thallium flux FluxOR fluorescence; hits give high values | B-score at 10 µM | actives 0.35% (n = 310,000) | AID 2648, 2010;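 active = fluorescence ratio B-score, a plate-corrected score, at least three library SD, with initial intensity B-score within 5 SD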
#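 Schedule – 37 °C overnight plating, 90-min dark dye load, 20-min compound pretreatment · System – stable KCNQ1 CHO-K1 line · Probe or stimulus – thallium- and potassium-containing depolarizing buffer · Measured by – kinetic FluxOR fluorescence, 10 s baseline plus 110 s post-stimulus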
# KCNK9 inh = KCNK9 potassium channel inhibitors, primary screen, HEK293 cells, thallium flux; actives 1.2% (n = 310,000); B-score at 10 µM; Potassium channel subfamily K member 9 (Homo sapiens), Q9NPC2; FluxOR thallium flux fluorescence; hits give low values;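 active = ratio B-score over 3 SD below the library mean, with starting fluorescence within 5 SD of its mean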;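 also: negative B-score means less thallium flux so channel inhibition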
# Target sequence (Q9NPC2 whole entry, looked up): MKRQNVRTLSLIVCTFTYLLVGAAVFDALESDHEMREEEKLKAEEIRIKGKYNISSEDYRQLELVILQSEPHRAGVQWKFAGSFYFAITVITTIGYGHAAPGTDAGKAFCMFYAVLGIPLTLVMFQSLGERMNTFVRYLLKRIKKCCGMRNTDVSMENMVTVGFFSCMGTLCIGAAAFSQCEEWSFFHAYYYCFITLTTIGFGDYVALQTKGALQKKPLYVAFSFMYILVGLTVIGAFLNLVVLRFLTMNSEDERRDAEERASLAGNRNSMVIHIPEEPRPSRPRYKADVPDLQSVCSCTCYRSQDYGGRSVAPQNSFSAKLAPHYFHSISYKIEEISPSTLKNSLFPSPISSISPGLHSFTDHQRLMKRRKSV
# TRPC4 inh = inhibitors of mouse TRPC4 channel, primary screen, Fluo4 calcium, HEK293 TRPC4beta/mu-opioid cells; Short transient receptor potential channel 4 (Mus musculus), Q9QUQ5; DAMGO-evoked Fluo4 calcium flux; hits give low values; B-score at 10 µM; actives 0.39% (n = 300,000); AID 2247, 2010;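 active = B-score over 3 SD under the library average, no early fluorescence shift, positive overall ratio signal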
#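 System: stable TRPC4beta/mu-opioid receptor HEK293 cells; Dosing: single-point compound dosing; Measured by: Fluo4 Ca2+ flux fluorescence; Read-out basis: per-well B score of integrated baseline-normalized Fluo4 ratio.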
# TRPC4 PAM = positive allosteric modulators of TRPC4, primary screen, cell-based, mouse TRPC4beta, HEK293 mu-opioid, Fluo-4 calcium. DAMGO EC20, Fluo-4 Ca2+ flux; hits give high values. B-score at 10 µM. actives 0.42% (n = 310,000). AID 2227, 2009;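 active = B-score of calcium response area above 5 SD of library B-scores, with initial fluorescence ratio within 5 SD of library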;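 also: B-score of integrated fluorescence ratio over time as area under calcium response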
# * = called active by the depositor; i = inactive; . = not tested or not shown. These rows are one share of the data, so the mix of outcomes need not match the whole.
# The opening 3 entries as a preview:
SMILES,hERG protect,DYRK1A inh,Platelet DG rel,PolyA inhibitor,KCNK3 inh,TRPC4 act,KCNQ1 block,KCNQ1 act,KCNK9 inh,TRPC4 inh,TRPC4 PAM
COc1ccc(CNC(=O)CCC(=O)n2ncc3cc(C)ccc32)cc1,-13,6,7,i,i,i,i,i,i,i,i
Cc1cccc(N2C(=O)CC(N(C(=O)c3ccco3)c3cccc(C)c3)C2=O)c1 (centres undefined),-13,12,10,i,i,i,i,i,i,i,i
C=CCOc1cccc(/C=N/NC(=O)C(OC)c2ccccc2)c1 (centres undefined),-6,5,0,i,i,i,i,i,i,i,i

# The listing (from the top)
SMILES,hERG protect,DYRK1A inh,Platelet DG rel,PolyA inhibitor,KCNK3 inh,TRPC4 act,KCNQ1 block,KCNQ1 act,KCNK9 inh,TRPC4 inh,TRPC4 PAM
COc1ccc(CNC(=O)CCC(=O)n2ncc3cc(C)ccc32)cc1,-13,6,7,i,i,i,i,i,i,i,i
Cc1cccc(N2C(=O)CC(N(C(=O)c3ccco3)c3cccc(C)c3)C2=O)c1 (centres undefined),-13,12,10,i,i,i,i,i,i,i,i
C=CCOc1cccc(/C=N/NC(=O)C(OC)c2ccccc2)c1 (centres undefined),-6,5,0,i,i,i,i,i,i,i,i
O=C1NCCCC2c3c(cc(Br)c(O)c3Br)OC12N1CCCCC1 (centres undefined),-9,-10,-31,i,i,i,i,i,i,i,i
O=C(Nc1ccccc1N1CCN(C(=O)c2ccc(Cl)cc2)CC1)c1cccc([N+](=O)[O-])c1,-4,9,-2,i,i,i,i,i,i,-6*,i
CCOC(=O)CNC(=O)C(CC(N)=O)NC(=O)OC(C)(C)C (centres undefined),-4,.,23,i,i,i,i,i,i,i,i
CCN(CC)S(=O)(=O)c1ccc2[nH]c(=O)[nH]c2c1,-3,6,-2,i,i,i,i,i,i,i,i
Cc1noc(C)c1S(=O)(=O)N1CCCC(C(=O)Nc2ccc(Cl)cn2)C1 (centres undefined),-4,20,0,i,i,i,i,i,i,i,i
CN(CC1COCCO1)c1nc2nonc2nc1N1CCSCC1 (centres undefined),-10,6,-8,i,i,i,i,i,i,i,i
COc1ccc(CSc2cccc3cccnc23)cc1[N+](=O)[O-],-8,-2,8,i,i,i,i,i,i,i,i
CCOC(=O)c1c(C)[nH]c(/C(C)=N/O)c1C,-2,20,-2,i,i,i,i,i,i,i,i
O=[n+]1c2c(n([O-])c3cc(F)ccc31)CCCC2,-6,2,-1,i,i,i,i,i,i,i,i
O=[N+]([O-])c1ccc(Nc2nc(N/N=C\c3ccc4c(c3)OCO4)nc(N3CCCCC3)n2)cc1,-32,3,5,i,i,i,i,i,i,i,i
CCOC1CC(C)(C)NC(=S)N1 (centres undefined),-5,-1,24,i,i,i,i,i,i,i,i
OC1CCCN(CC(O)COC(c2ccc(F)cc2)c2ccc(F)cc2)C1 (centres undefined),-6,-6,2,i,i,i,i,i,i,i,i
C=C(C)CN(CC)Cc1c(C(=O)N(C)CCCC)nc2ccccn12,-15,2,0,i,i,i,i,i,i,i,i
NC(=O)C1CCN(CC(=O)Nc2ccc(S(=O)(=O)N3CCOCC3)cc2)CC1,-4,1,4,i,i,i,i,i,i,i,i
Cn1c(C(=O)NCCC2=CCCCC2)cc2c(=O)n3ccccc3nc21,-8,-2,-3,i,i,i,i,i,i,i,i
COc1cccc(-c2noc(C3CCCN(C(=O)c4cccc(F)c4)C3)n2)c1 (centres undefined),-9,4,-1,i,i,i,i,i,i,i,i
O=C(Nc1cc([N+](=O)[O-])ccc1Cl)C(Sc1ccccc1)c1ccccc1 (centres undefined),-8,0,-7,i,i,i,i,i,-7.1*,i,i
Cc1cccc(N2CC(C(=O)Nc3nnc(SCc4cccnc4)s3)CC2=O)c1 (centres undefined),-9,6,-6,i,i,i,i,i,i,i,i
CCOC(=O)c1c(C)n(C)c2ccc(OC)c(NS(=O)(=O)CC)c12,-5,0,0,i,i,i,i,i,i,i,i
CC(=O)NNc1ccc(C(F)(F)F)cc1[N+](=O)[O-],0,1,-4,i,i,i,i,i,i,i,i
CCCCC(=O)Nc1nnc(CCc2ccccc2)s1,-9,-13,-2,i,i,i,i,i,i,i,i
CCOc1ccccc1N1CC(C(=O)Nc2ccc(C(=O)O)cc2)CC1=O (centres undefined),-10,1,7,i,i,i,i,i,i,i,i
O=C(Nc1cccc(O)c1)c1cc(-c2ccco2)on1,4,1,25,i,i,i,i,i,i,i,i
O=C(CSc1nnc(Cc2ccsc2)o1)c1ccccc1,-7,.,4,i,i,i,i,i,i,i,i
O=S(=O)(N1CCCCC1)n1c(Cc2ccccc2)nc2ccccc21,-5,-8,11,i,i,i,i,i,-21*,i,i
COc1ccc(NC(C)=O)cc1NC(C)C(=O)Nc1cccc2ccccc12 (centres undefined),-13,-3,-3,i,i,i,i,i,i,i,i
Cc1ccc(OCCn2c(=O)cnc3ccccc32)cc1,-5,-6,18,i,i,i,i,i,i,i,i
Oc1c(Br)cc(Br)cc1/C=N/c1nc2c(s1)CCCC2,-28,8,-3,i,i,i,i,13*,i,i,i
Cc1ccc(CS(=O)Cc2ccc(C(=O)NCc3ccccc3)o2)cc1 (centres undefined),-3,0,8,i,i,i,i,i,i,i,i
CCn1c(CSc2ncn[nH]2)nc2cc(C(=O)O)ccc21,-2,4,0,i,i,i,i,i,i,i,i
Cc1ccccc1-n1c(=O)n(Cc2ccccc2)c(=O)c2[nH]cnc21,-6,6,9,i,i,i,i,i,i,i,i
CC(C)c1cc(C(=O)N2CCCC(CCC(=O)NCc3ccccc3F)C2)n(C)n1 (centres undefined),-8,9,3,i,i,i,i,i,i,i,i
Cc1ccc(NC(=O)CSCC(=O)N2CCCc3ccccc32)cc1,-20,5,1,i,i,i,i,i,i,i,i
CC(Sc1nnc(-c2cccs2)n1-c1ccccc1)C(=O)NCc1ccc2c(c1)OCO2 (centres undefined),-9,1,-1,i,i,i,i,i,i,i,i
CC1(C)CC(NC(=O)C(F)(F)F)CC(C)(C)N1OC(=O)c1ccco1,-13,6,-8,i,i,i,i,i,i,i,i
C=CCNC(=S)N(Cc1ccccc1)Cc1ccc(F)cc1,-9,3,2,i,i,i,i,i,i,i,i
COc1ccccc1N(Cc1ccccc1)S(=O)(=O)c1cccc(C(=O)Nc2cc(C)ccn2)c1,-2,1,-19,i,i,i,i,i,i,i,i

# Whole records as entered above:
# CC(Sc1nnc(-c2cccs2)n1-c1ccccc1)C(=O)NCc1ccc2c(c1)OCO2 (centres undefined) reads hERG protect: -9; DYRK1A inh: 1; Platelet DG rel: -1; PolyA inhibitor: i; KCNK3 inh: i; TRPC4 act: i; KCNQ1 block: i; KCNQ1 act: i; KCNK9 inh: i; TRPC4 inh: i; TRPC4 PAM: i
# Cc1ccc(NC(=O)CSCC(=O)N2CCCc3ccccc32)cc1 reads hERG protect: -20; DYRK1A inh: 5; Platelet DG rel: 1; PolyA inhibitor: i; KCNK3 inh: i; TRPC4 act: i; KCNQ1 block: i; KCNQ1 act: i; KCNK9 inh: i; TRPC4 inh: i; TRPC4 PAM: i

# Other entries follow:
SMILES,hERG protect,DYRK1A inh,Platelet DG rel,PolyA inhibitor,KCNK3 inh,TRPC4 act,KCNQ1 block,KCNQ1 act,KCNK9 inh,TRPC4 inh,TRPC4 PAM
Cc1ccc(N2C(=O)C(Cl)=C(N3CCCCCC3)C2=O)cc1,-4,.,-3,i,i,i,i,i,i,i,i
Cc1cc2cc(CNC(=O)Nc3cccc(Cl)c3)ccc2n1C,-5,0,-14,i,i,i,i,i,i,i,i
C[C@H](NC(=O)[C@H](Cc1ccccc1)n1c(=O)[nH]c2ccccc2c1=O)C(=O)N1CCC[C@H]1C(=O)O,-4,13,-1,i,i,i,i,i,i,i,i
Cc1cccc(OCCn2nc(C(=O)O)c3ccccc3c2=O)c1,-3,3,2,i,i,i,i,i,i,i,i
CCCCC1=NN(C(=O)c2ccncc2)C(O)(C(F)(F)F)C1 (centres undefined),-10,.,-2,i,i,i,i,i,i,i,i
COc1ccc(-n2nnnc2SCC(=O)Nc2ccc3c(c2)OCCO3)c(OC)c1,-8,5,3,i,i,i,i,i,i,i,i
Cc1cc2oc(C(=O)Nc3ccc(S(=O)(=O)Nc4onc(C)c4C)cc3)cc(=O)c2cc1Cl,-12,12,5,i,i,i,i,i,i,i,i
CC(Sc1nnc(N)s1)C(=O)Nc1nccs1 (centres undefined),-3,0,2,i,i,i,i,i,i,i,i
CCOc1ccccc1C(=O)NCC(=O)Nc1ncccc1C,-18,.,1,i,i,i,i,i,i,i,i
COc1cc(/C=N/NC(=O)c2cc(O)cc(O)c2)ccc1OC(=O)c1ccccc1,-13,0,-1,i,i,i,i,i,i,i,i
O=C(COC(=O)c1cccs1)Nc1nnc(-c2ccccc2)o1,-11,-8,16,i,i,i,i,i,i,i,i
C=CCn1c(=S)[nH]c2cc(C(=O)Nc3ccc(OC)c(OC)c3)ccc2c1=O,-9,1,-3,i,i,i,i,i,i,i,i
O=C(O)c1ncsc1-c1ccccc1,-13,-2,12,i,i,i,i,i,i,i,i
COc1ccc(Cc2nc3ccc(C(=O)NCC4COCCO4)cc3o2)cc1 (centres undefined),1,5,-5,i,i,i,i,i,i,i,i
Cc1ccc(NC(=O)c2cc(=O)[nH]c3ccccc23)cc1C,0,-3,-14,i,i,i,i,i,i,i,i
Nc1c(C(=O)NCc2ccco2)c2nc3ccccc3nc2n1CCc1ccccc1,-6,21,5,i,i,i,i,i,i,i,i
Cc1ccc(NS(=O)(=O)c2c(C(=O)N3CCCCCC3)c(C)n(C)c2C)cc1C,-6,-3,-4,i,i,i,i,i,i,i,i
Cn1c(=O)c2[nH]cnc2n(-c2ccccc2)c1=O,-6,0,6,i,i,i,i,i,i,i,i
